High-throughput results deposited in PubChem BioAssay by Vanderbilt High Throughput Screening Facility.
Cav3 T inh – human Cav3.2 channel inhibition, primary screen; O95180; 100,000 compounds, 4% hits; Cav3.2-expressing cells, Fluo-4 calcium fluorescence FDSS; active compounds read low; B-score at 10 µM;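 active = single-dose well whose peak fluorescence ratio is a statistical outlier from its plate by either plate-standardised score or position-corrected B-score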
Target sequence (O95180 whole entry, looked up): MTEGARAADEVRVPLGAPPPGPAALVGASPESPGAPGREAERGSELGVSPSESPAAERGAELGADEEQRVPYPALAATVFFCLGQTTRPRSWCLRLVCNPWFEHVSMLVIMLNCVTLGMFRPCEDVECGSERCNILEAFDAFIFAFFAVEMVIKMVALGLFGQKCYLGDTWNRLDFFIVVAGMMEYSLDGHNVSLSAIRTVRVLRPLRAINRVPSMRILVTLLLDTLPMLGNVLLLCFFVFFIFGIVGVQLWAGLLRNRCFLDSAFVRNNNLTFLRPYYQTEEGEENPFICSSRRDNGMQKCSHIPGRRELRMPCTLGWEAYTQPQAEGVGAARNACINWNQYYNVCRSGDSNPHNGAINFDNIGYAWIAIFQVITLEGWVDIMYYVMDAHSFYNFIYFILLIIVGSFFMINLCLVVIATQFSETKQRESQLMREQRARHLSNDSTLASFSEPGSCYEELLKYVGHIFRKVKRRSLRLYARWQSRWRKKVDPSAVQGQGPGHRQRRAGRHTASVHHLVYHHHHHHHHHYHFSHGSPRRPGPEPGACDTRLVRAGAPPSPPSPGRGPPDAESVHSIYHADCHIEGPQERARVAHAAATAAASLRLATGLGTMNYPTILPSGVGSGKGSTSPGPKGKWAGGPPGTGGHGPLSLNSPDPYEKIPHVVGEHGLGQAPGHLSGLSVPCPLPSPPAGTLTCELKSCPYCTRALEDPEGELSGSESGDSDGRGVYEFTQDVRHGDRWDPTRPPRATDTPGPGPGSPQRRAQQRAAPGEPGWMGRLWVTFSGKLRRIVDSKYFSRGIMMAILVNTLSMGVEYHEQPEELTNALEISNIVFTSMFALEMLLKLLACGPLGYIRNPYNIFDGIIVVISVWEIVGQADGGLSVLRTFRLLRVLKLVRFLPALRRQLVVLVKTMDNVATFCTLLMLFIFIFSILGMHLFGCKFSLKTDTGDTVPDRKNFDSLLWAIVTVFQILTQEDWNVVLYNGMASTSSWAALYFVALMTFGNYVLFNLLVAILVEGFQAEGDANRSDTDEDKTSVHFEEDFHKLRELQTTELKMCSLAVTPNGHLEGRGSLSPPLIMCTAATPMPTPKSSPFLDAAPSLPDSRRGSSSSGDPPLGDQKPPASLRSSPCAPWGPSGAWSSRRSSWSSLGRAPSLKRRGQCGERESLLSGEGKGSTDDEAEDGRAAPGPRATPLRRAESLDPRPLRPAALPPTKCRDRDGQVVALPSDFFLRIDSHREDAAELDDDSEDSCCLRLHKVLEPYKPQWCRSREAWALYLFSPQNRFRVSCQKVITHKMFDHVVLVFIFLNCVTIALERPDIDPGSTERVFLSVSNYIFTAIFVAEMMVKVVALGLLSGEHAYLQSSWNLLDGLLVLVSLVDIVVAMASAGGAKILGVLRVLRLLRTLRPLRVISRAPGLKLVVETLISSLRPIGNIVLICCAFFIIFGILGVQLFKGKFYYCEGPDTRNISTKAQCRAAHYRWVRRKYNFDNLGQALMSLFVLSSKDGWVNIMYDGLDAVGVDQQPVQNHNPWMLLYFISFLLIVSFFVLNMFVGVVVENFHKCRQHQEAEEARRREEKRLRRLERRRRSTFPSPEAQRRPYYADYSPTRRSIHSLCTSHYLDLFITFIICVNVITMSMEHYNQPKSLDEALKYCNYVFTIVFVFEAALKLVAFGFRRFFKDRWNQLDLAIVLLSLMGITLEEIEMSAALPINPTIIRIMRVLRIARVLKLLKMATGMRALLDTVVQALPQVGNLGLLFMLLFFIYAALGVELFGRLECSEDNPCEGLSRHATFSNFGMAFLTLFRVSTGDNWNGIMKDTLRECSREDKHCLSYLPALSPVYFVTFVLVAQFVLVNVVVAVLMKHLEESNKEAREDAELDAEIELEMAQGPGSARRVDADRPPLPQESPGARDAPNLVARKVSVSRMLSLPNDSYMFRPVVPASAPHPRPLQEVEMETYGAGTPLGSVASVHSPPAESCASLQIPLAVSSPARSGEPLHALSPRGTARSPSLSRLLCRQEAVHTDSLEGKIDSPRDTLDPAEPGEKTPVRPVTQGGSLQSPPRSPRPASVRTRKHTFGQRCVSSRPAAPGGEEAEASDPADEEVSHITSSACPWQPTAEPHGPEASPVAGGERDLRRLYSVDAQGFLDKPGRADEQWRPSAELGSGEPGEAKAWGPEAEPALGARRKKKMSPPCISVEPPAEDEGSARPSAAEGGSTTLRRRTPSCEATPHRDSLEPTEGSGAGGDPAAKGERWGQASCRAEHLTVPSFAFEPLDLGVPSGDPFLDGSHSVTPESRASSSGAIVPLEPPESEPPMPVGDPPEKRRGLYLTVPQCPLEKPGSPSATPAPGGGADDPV
An asterisk follows results filed as active. Not all compounds are listed (hit frequency here may not be typical).

SMILES | Cav3 T inh
Cc1ccccc1C(=O)c1cccn1CC(=O)NCC1CCCO1 (stereo not given) | 1.77
CC1=C(C(=O)OCc2ccccc2)C(c2ccc(C(C)(C)C)cc2)NC(=O)N1CCCCCC(=O)O (stereo not given) | 0.00665
CCCCCc1cc(=O)oc2c(C(CCN3CCCC(C)C3)c3cc(OC)c(OC)c(OC)c3)c(OC)cc(OC)c12 (stereo not given) | -1.06
NS(=O)(=O)c1ccc(CCNC(=O)C2Cc3ccccc3CN2C(=O)c2ccco2)cc1 (stereo not given) | 0.217
CNS(=O)(=O)c1ccc(C)cc1 | 0.181
COc1ccc2[nH]c(=O)c(C(c3nnnn3C3CCCCC3)N3CCN(C)CC3)cc2c1 (stereo not given) | -0.188
CCn1cnc2c(cnn2-c2ccccc2)c1=O | 1.21
FC(F)(F)c1nnc(-c2ccccc2)nc1Sc1ccc(Cl)cc1 | 0.477
COCCN(C(=O)CNC(=O)c1cccs1)C(C(=O)NC1CCCC1)c1cccs1 (stereo not given) | 0.354
Cc1noc(C)c1COC(=O)c1ccccc1NC(=O)Cc1ccccc1 | -1.88
COc1ccc(Br)cc1/C=c1\sc2nc(-c3ccco3)nn2c1=O | -0.191
CC(C)=CCc1c2c(c(O)c3c(=O)c4c(oc13)-c1cc(O)c(O)cc1OC4C=C(C)C)C=CC(C)(C)O2 (stereo not given) | -0.0846
Clc1ccccc1-c1nnn(Cc2ccc(-c3nn[nH]n3)cc2)n1 | -4.85*
Cc1ccc(Cn2c(C(CO)Nc3nc(-c4ccc(Cl)c([N+](=O)[O-])c4)cs3)nc3ccccc32)cc1 (stereo not given) | 0.797
CC1(C)CC(=O)C(CC(=O)Nc2ccc(S(N)(=O)=O)cc2)=C(O)C1 | -0.953
O=C(/C=C/c1cc([N+](=O)[O-])ccc1OC(F)F)NCc1ccc(Cl)cc1 | -2.39
COc1cc2nc(=S)n3[nH]c(CCn4c(C)nc5ccccc54)nc3c2cc1OC | 3.32*
CCc1nnc(NC(=O)CCC(=O)Nc2ccccc2)s1 | 0.397
COc1ccc(OC)c(C2C(C(C)=O)=C(O)C(=O)N2CCN2CCOCC2)c1 (stereo not given) | 0.0868
COCCN(CC(=O)NCc1ccc2c(c1)OCO2)C(=O)CCC(=O)Nc1nccs1 | -0.811
COc1nc(NCc2ccco2)nc(NC2CCCCC2)n1 | -4.04*
COc1ccc(/C=C/c2c(-c3cccc(C)c3)oc3ccc(N4CCOCC4)cc23)cc1 | 0.143
O=C(CN(Cc1ccc(F)cc1)S(=O)(=O)c1ccccc1)N1CCCCC1 | 0.139
CCCCCOP(=O)(OCCCCC)C1(NS(=O)(=O)c2ccccc2)C=CC(=O)c2ccccc21 (stereo not given) | -0.101
O=C(c1ccccc1)c1ccc(OCCCCN2CCCCC2)cc1 | 0.532

Reformatted: entries from further up.
CCCCCOP(=O)(OCCCCC)C1(NS(=O)(=O)c2ccccc2)C=CC(=O)c2ccccc21 (stereo not given)
  Cav3 T inh = -0.101
COc1ccc2[nH]c(=O)c(C(c3nnnn3C3CCCCC3)N3CCN(C)CC3)cc2c1 (stereo not given)
  Cav3 T inh = -0.188
Cc1ccc(Cn2c(C(CO)Nc3nc(-c4ccc(Cl)c([N+](=O)[O-])c4)cs3)nc3ccccc32)cc1 (stereo not given)
  Cav3 T inh = 0.797
COCCN(CC(=O)NCc1ccc2c(c1)OCO2)C(=O)CCC(=O)Nc1nccs1
  Cav3 T inh = -0.811

(cont.)
SMILES | Cav3 T inh
COc1ccc(Cl)cc1S(=O)(=O)N1CCN(C(=O)c2cc(OC)c(OC)c(OC)c2)CC1 | 0.72
CCCCN(CC)CCNC(=O)c1cc2c(C)nc3ccccc3c2o1 | 0.446
CSCC[C@H](NC(=O)C1CCN(S(=O)(=O)c2ccc(C)cc2)CC1)C(=O)NCC1CCCO1 (stereo not given in full) | -0.286
Cc1cc(/C=C2/SC(=O)N(CC(=O)OC(C)C)C2=O)c(C)n1C | 0.168
Cn1cc(C(=O)Nc2cccc(F)c2)cn1 | 0.361
CCn1cc(C(=O)NCC2CCCO2)c(=O)c2cc(S(=O)(=O)N3CCC(C)CC3)ccc21 (stereo not given) | 1.59
CCOc1ccc(NC(=O)CC2C(=O)N(c3ccc(OC)cc3)C(=O)N2Cc2ccc(OC)cc2)cc1 (stereo not given) | -0.408
Cc1ccc(N2C(=O)CCSC23C(=O)Nc2ccccc23)cc1 (stereo not given) | -1.9
C=CCNc1nc2c(c(=O)n(C)c(=O)n2C)n1CCCCCC | 0.0164
O=c1c(O)c(-c2ccc(O)cc2)oc2cc(O)cc(O)c12 | 1.88
COc1cccc(-n2c(SCC(=O)NC3CCCC3)nnc2-c2ccco2)c1 | 0.75
O=c1oc2cc(Br)ccc2n1CSC1=NCCS1 | -2.12
CC(C)(C)NC(=O)C1CCN(S(=O)(=O)c2ccc(Br)cc2)CC1 | 1.11
Nc1nc(NCc2c(F)cccc2Cl)nn1-c1ccccc1 | 0.583
C=CCC(C)(NCc1ccccc1)c1ccccc1 (stereo not given) | 0.0365
CCCS(=O)(=O)c1snnc1C | -0.0361
CC(=O)N1CCN(Cc2nc3cc(NC(=O)C4CCCCC4)ccc3n2C)CC1 | 1.18
CC1=C(C#N)C(Nc2cccc(C)n2)(C(F)(F)F)C(=O)N1 (stereo not given) | 0.208
O=C(CSCc1ccc(Cl)cc1)Nc1ccc2c(c1)OCCO2 | -2.98
COC(=O)c1ccc(CSc2nnc(CNC(=O)COc3ccc(Cl)cc3)o2)o1 | -0.667
CCOC(=O)N1CCC(N2Cc3cccc(C(=O)Nc4ccc(F)cc4)c3C2=O)CC1 | 1.17
O=C(NCc1cccs1)c1cc(-c2cccs2)on1 | -1.62
CCOC(=O)Cn1c(=O)oc2cc(S(=O)(=O)N(C)Cc3ccco3)ccc21 | -0.191
COC(=O)c1ccccc1NC(=O)/C=C/c1cc(OC)c(OC)c(OC)c1 | -1.32
CCNc1sc(C(=O)c2cccs2)c(N)c1C#N | -0.441
SMILES | Cav3 T inh
COc1ccc([C@H]2/C=C\CN(S(=O)(=O)c3ccc(C)cc3)[C@@H](C)C(=O)N2Cc2ccc(F)cc2)cc1 | -2.71
O=C(c1ccc(-c2cccc(C(F)(F)F)c2)o1)N1CCOCC1 | 1.11
COc1ccc(S(=O)(=O)NCCC(=O)NCc2ccc(F)cc2)cc1 | -0.358
CC1Cc2ccccc2N1C(=O)C1CCCN(S(=O)(=O)c2cccc3nsnc23)C1 (stereo not given) | -0.764
CCc1ccccc1NC(=O)CSc1nc2ccccc2n1CC(=O)N1CCCC1 | 0.459
CC(C)n1c(SCC(=O)Nc2ccccc2)nc2c1c(=O)n(C)c(=O)n2C | 0.856
CCC(=O)Nc1cccc(C(=O)OCC(=O)c2ccccc2Cl)c1 | 0.568
O=C(NCCc1ccccc1)c1ccc(-n2cnnn2)cc1 | -0.2
O=C(CN1CC(=O)Oc2ccccc21)OCC(=O)c1ccccc1 | -0.354
CSc1nnc(-c2cnccn2)n1CCCN1CCCC1=O | 0.433
Cc1nnc(-c2cnn(C)c2N)n1Cc1cccc(Cl)c1 | 0.93
CCCCOc1ccc(N(CC(=O)NC2CCCC2)C(=O)CCC(=O)Nc2ccccn2)cc1 | 0.0247
CCOc1ccccc1N1CCN(C(=O)c2cc[n+]([O-])cc2)CC1 | -0.0557
Cc1ccc(CNC(=O)c2sccc2-n2cccc2)cc1 | -4.15
COc1ccc(C(=O)Nc2cc(C)nc3ccccc23)cc1OC | 1.15
c1ccc(N2CCN(c3nc4ccccc4n4cnnc34)CC2)cc1 | -2.45
O=C1Oc2ccccc2C2(O)C3CCCCCC3C12 (stereo not given) | 0.551
CCCNC(=O)NC(=O)COC(=O)c1oc2ccc(OCC)cc2c1C | 0.554
CCOC(=O)CSc1nc2ccccc2c(=O)n1Cc1ccco1 | -1.36
CN(C)CC(O)COc1ccc(C(C)(C)c2ccc(OCC(O)CN(C)C)cc2)cc1 (stereo not given) | 0.0324
O=C(O)C1CCN(C(=O)COc2ccc3c4c(c(=O)oc3c2)CCC4)CC1 | 0.779
C=CCOc1cc(C)nc(-c2ccccc2O)n1 | -0.921
Nc1nc(Nc2ccc(Cl)cc2)n[nH]1 | 0.234
CCCC1S/C(=N/N=C/c2cccs2)NC1=O (stereo not given) | 0.0158
O=S(=O)(/C=C/c1ccccc1)N1CCN(c2cccc(Cl)c2)CC1 | 0.0565
SMILES | Cav3 T inh
Cc1cccc(OCC(=O)O/N=C(\N)c2ccccn2)c1C | 0.745
Cc1ccc(S(=O)(=O)N(C)/C(=N/S(=O)(=O)c2ccccc2)c2ccccc2)cc1 | -2.04
Cc1ccc(C(=O)CC(C(=O)O)n2cccn2)cc1 (stereo not given) | -0.285
CN1CCN(c2ccc(Cl)cc2NC(=O)c2cccc(S(=O)(=O)N(C)C)c2)CC1 | 2.6
CCc1ccc(C(=O)CC2(O)C(=O)N(CN3CCOCC3)c3ccccc32)cc1 (stereo not given) | -0.114
O=C(NCc1ccco1)C1CCN(S(=O)(=O)Cc2ccccc2)CC1 | 0.426
COCCSc1ccccc1C(=O)Nc1ccc2c(c1)OCCO2 | -0.232
Oc1c(C(c2cccs2)N2CCN(c3ccc(F)cc3)CC2)sc2ncnn12 (stereo not given) | -0.0659
CCOc1ccc(N2C(=O)CC(Sc3ncccn3)C2=O)cc1 (stereo not given) | 1.3
Nc1[nH]n2c(=O)c3c(nc2c1N=Nc1ccccc1)CCCC3 | -9.6*
COc1ccc(N=Cc2sc3ccccc3c2Cl)cc1 | -1.46
CSc1nnc(Cc2cc(=O)[nH]c(=O)[nH]2)n1-c1cccc(C)c1 | -0.331
Cc1ccc(CS/C(Nc2ccccc2C)=C(\C#N)C(=O)NCc2ccco2)c(C)c1 | -4.56
CS(=O)(=O)N(CC(=O)N1CCN(Cc2ccccc2)CC1)Cc1ccccc1 | -1.89
COc1ccc2c(OC)cc(-c3ccccc3)nc2c1 | 0.92
O=S(=O)(c1ccc(Br)cc1)N1CCn2c(nc3ccccc32)C1 | 0.0214
Cn1nc(OC(=O)Nc2ccc(F)cc2)cc1C(F)(F)F | 0.293
Cc1cc(C)c(NC(=O)Cn2nnc(C(=O)NCc3cccs3)c2N)c(C)c1 | 1.02
COc1ccc(OC)c(C(=O)CSc2nnc(-c3cccs3)n2C)c1 | -0.839
CCCS(=O)(=O)N1CCC(C(=O)NCCN2CCC(Cc3ccccc3)CC2)CC1 | 0.259
COc1ccc(S(=O)(=O)NC2(C(F)(F)F)N=C3SCCN3C2=O)cc1 (stereo not given) | -0.309
Cc1cnc(NC(=O)CN2CCN(c3ccccc3F)CC2)s1 | -0.112
OCCN1CCN(Cc2cc(Br)cc(Br)c2O)CC1 | 0.819
OCC#CCSc1nnc(-c2ccccc2Br)o1 | 1
CC(=O)Nc1nc2c(c3c1c(=O)oc1ccccc13)CCCC2 | 0.834

In the list so far, these contain a COOH group:
SMILES | Cav3 T inh
CC1=C(C(=O)OCc2ccccc2)C(c2ccc(C(C)(C)C)cc2)NC(=O)N1CCCCCC(=O)O (stereo not given) | 0.00665
O=C(O)C1CCN(C(=O)COc2ccc3c4c(c(=O)oc3c2)CCC4)CC1 | 0.779
Cc1ccc(C(=O)CC(C(=O)O)n2cccn2)cc1 (stereo not given) | -0.285

Going on with the list:
SMILES | Cav3 T inh
O=C(Nc1cc(C(F)(F)F)ccc1N1CCOCC1)c1ccc(Cl)nc1 | -3.57
CCC(C)NS(=O)(=O)c1ccc(-c2csnn2)s1 (stereo not given) | -0.342
CCOC(=O)C1=C(C)NC(=O)NC1c1c(O)ccc2ccccc12 (stereo not given) | -0.752
CCOc1ccc(OCc2ccc(C(=O)O)o2)cc1 | 0.0386
NC(=S)NNC(=O)c1ccccc1 | 0.634
CCOc1ncccc1C(=O)N(C)CC1COc2ccccc2O1 (stereo not given) | -0.0901
CN1CCN(S(=O)(=O)c2ccc3c(c2)OCCO3)CC1 | -0.304
O=C(Nc1cccc(Cl)c1)Nc1ccc2c(c1)OCO2 | -1.52
Cc1ccccc1-n1c(-c2cccnc2)n[nH]c1=S | 0.357
CCn1c(CNc2ccc(OC)cc2)nnc1SCC(=O)c1ccc(OC)cc1 | 0.231
O=C(COc1ccccc1Cl)N1CCCC1 | -0.0372
O=C(/C=C/c1cccs1)c1ccc(Br)cc1 | 0.48
Cc1cccc(C(=O)N/N=C/c2ccc(OCC(=O)N3CCCCC3)cc2)c1 | -0.317
COc1ccc(CCNc2ncnc3c2oc2ccccc23)cc1OC | -2.76
Cc1cc(C)cc(NC(=O)c2nnn(Cc3cc(C)ccc3C)c2N)c1 | -1.18
CCOC(=O)C1CCN(C(=O)Nc2ccc3nc(-c4ccco4)c(-c4ccco4)nc3c2)CC1 | -2.79
Cc1ccc(N2C(=O)N(CC(=O)C(C)(C)C)c3ccccc3S2(=O)=O)cc1 | -2.59
COc1ccc(OCC(=O)N2CCN(S(=O)(=O)c3ccc(Cl)cc3)CC2)cc1 | -0.0415
Cc1cccc(C)c1-n1c(SCC(=O)NCc2ccco2)nc2ccccc2c1=O | -0.385
O=C(NCc1cccnc1)c1cccc(NC(=O)c2ccco2)c1 | -0.967
COc1cc(C(c2c(C)[nH][nH]c2=O)c2c(C)[nH][nH]c2=O)ccc1OS(=O)(=O)c1ccc(C)cc1 | -1.16
CCOc1ccc(-n2c(=O)c3sccc3n(CC(=O)NCc3ccco3)c2=O)cc1 | 0.0774
O=C(O)CSc1ncn[nH]1 | 0.514
Cc1ccccc1Cn1c(CN2CCc3ccccc3C2)nc2c1c(=O)n(C)c(=O)n2C | -2.73
O=C(NC1CC1)C1C2C3C4CC5C3C5C4C12 (stereo not given) | 0.338
COC(=O)CC(=O)CSc1nc(C)cc(C)c1C#N | 0.453
CSCCC(NC(=O)COc1ccccc1)C(=O)N1CCN(c2ccccc2F)CC1 (stereo not given) | -1.07
Cc1cn(C2OC(COC(=O)c3ccccc3)C(O)C2O)c(=O)[nH]c1=O (stereo not given) | 0.282
COc1ccc(N2CCN(C(=O)C3CCCN(S(=O)(=O)c4cccc5cccnc45)C3)CC2)cc1 (stereo not given) | 0.248
C=CCOC(=O)C1=C[C@H](c2ccc(Br)cc2)C[C@H](OCCCCO)O1 | -0.545
